# SSB-PriA inh: inhibitors of Klebsiella pneumoniae PriA binding to SSB C-terminal tail, primary screen, biochemical, AlphaScreen; AlphaScreen SSBct-PriA binding, biotinylated peptide; inhibition, % at 33 µM; PriA–SSB C-terminal tail interaction (Klebsiella pneumoniae); 430,000 tested, 0.6% active; in the data active = inhibition mostly above about 37%, no sharp cut-off; inactive = mostly below about 20%;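 note: plate controls were negative control peptide for no effect and reference peptide for full effect; strong numbers were not always called active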
# BH1578 lux ind: inducers of Vibrio cholerae quorum light production without autoinducers, primary screen, BH1578 luxS cqsA deficient, single point. V. cholerae BH1578 lux reporter, luminescence, 6 h. activation, % at 18.7 µM. 350,000 tested, 0.16% active. AID 588436, 2011; in the data active = activation mostly above about 9.7%, no sharp cut-off; note: not every result past the cut was called active; inactives centre near 0; reference of the scale not given here
# Mtb BioA inh: M. tuberculosis BioA enzyme inhibitors, primary screen, biochemical, plate reader, single point, HTS. 7,8-diaminopelargonic acid synthase BioA (Mycobacterium tuberculosis). purified M. tuberculosis BioA enzyme. inhibition, % at 9.99 µM. 360,000 tested, 0.096% active. AID 602481, 2012; in the data active = inhibition above about 40%
# DUSP3 inh: VHR1 phosphatase inhibitors, primary screen, biochemical, absorbance, uHTS; AID 1654, 2009; inhibition, % at 13.3 µM; 290,000 tested, 0.52% active; Dual specificity protein phosphatase 3 (Homo sapiens), P51452; recombinant VHR phosphatase, pNPP absorbance; in the data active = inhibition above about 50%; note: some compounds called inactive have numbers as strong as hits
# Target sequence (P51452 whole entry, looked up): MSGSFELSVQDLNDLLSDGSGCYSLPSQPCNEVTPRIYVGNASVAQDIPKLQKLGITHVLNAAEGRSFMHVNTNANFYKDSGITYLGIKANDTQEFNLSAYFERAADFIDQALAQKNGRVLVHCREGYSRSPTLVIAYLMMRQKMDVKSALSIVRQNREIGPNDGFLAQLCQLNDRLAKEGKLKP
# MazF activator: activators of E. coli MazEF toxin-antitoxin RNase, primary screen, biochemical, fluorescence, uHTS. FAM/BHQ RNA-DNA oligo cleavage fluorescence, 5 h. AID 504720, 2011. 350,000 tested, 0.32% active. activation, % at 20 µM; in the data active = activation above about 50%
# Target sequence (P0AE70 whole entry, looked up): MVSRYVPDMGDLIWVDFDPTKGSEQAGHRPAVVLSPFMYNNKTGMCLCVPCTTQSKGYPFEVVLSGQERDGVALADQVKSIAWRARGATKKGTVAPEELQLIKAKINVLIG
# FBA Mtb inh: Mtb FBA enzyme inhibitors, primary screen, biochemical, fluorescence, strain H37Rv. Fructose-bisphosphate aldolase (Mycobacterium tuberculosis (strain ATCC 25618 / H37Rv)), …. purified M. tuberculosis FBA, fluorescence read-out. inhibition, % at 1 µM. 360,000 tested, 2.3% active. AID 588726, 2011; in the data active = inhibition above about 27%;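 note: 0% = vehicle and 100% = reference inhibitor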
# Target sequence (P9WQA3 whole entry, looked up): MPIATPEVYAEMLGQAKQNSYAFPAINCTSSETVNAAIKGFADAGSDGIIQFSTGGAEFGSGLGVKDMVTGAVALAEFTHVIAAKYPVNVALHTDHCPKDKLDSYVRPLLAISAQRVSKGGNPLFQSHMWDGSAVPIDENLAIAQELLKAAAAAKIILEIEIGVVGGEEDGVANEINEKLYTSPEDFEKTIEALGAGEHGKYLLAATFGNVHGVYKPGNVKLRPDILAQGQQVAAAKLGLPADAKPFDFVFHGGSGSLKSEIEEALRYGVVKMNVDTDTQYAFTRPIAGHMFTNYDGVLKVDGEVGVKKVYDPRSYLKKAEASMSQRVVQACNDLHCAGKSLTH
# GDH-TPI inh: GDH-TPI coupling enzyme inhibitors, primary screen, artefact control for M. tuberculosis FBA inhibitor project, biochemical, absorbance, full deck; inhibition, % at 4.8 µM; GDH-TPI coupled enzyme counterscreen, NADH absorbance; AID 588335, 2011; 360,000 tested, 1.2% active; in the data active = inhibition above about 30%;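 note: 0% = DMSO wells and 100% = wells lacking the enzyme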
# Rv3671c inh: Rv3671c serine protease inhibitors, primary screen, biochemical, fluorescence polarization, M. tuberculosis H37Rv; P9WHR9; inhibition, % at 5.96 µM; 320,000 tested, 0.048% active; in the data active = inhibition above about 38%;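 note: extracellular domain of Rv3671c used as enzyme; 0% = enzyme with DMSO and 100% = no enzyme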
# Target sequence (P9WHR9 whole entry, looked up, the tested form may be a part): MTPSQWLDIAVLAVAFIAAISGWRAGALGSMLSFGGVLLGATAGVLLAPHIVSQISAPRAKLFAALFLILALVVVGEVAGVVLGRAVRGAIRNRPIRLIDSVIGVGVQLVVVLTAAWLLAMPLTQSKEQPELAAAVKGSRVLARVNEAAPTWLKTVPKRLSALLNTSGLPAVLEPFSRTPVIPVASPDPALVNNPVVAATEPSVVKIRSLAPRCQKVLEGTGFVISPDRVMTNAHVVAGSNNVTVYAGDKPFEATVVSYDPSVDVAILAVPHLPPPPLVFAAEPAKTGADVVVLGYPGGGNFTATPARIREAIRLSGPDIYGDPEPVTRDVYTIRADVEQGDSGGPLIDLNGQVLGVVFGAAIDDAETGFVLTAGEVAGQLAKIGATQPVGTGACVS
# Mtb UGM inh: M. tuberculosis UGM enzyme inhibitors, primary screen, biochemical, fluorescence polarization, single point. purified UGM, fluorescence polarization probe displacement. inhibition, % at 10 µM. 320,000 tested, 0.06% active; in the data active = inhibition above about 10%, passing the limit was not always enough
# SARS 3CLpro inh: SARS-CoV 3CLpro protease inhibitors, primary screen, biochemical, quenched FRET. 290,000 tested, 0.14% active. recombinant SARS-CoV 3CLpro, quenched FRET peptide cleavage. inhibition, % at 6 µM. Replicase polyprotein 1ab (Severe acute respiratory syndrome coronavirus), P0C6X7; in the data active = inhibition above about 12%
# An asterisk follows results filed as active; i = inactive; . = not tested or not shown; & = joins results of further samples.
# Below each compound: SSB-PriA inh	BH1578 lux ind	Mtb BioA inh	DUSP3 inh	MazF activator	FBA Mtb inh	GDH-TPI inh	Rv3671c inh	Mtb UGM inh	SARS 3CLpro inh
COC(=O)C1=C(C)N(C)C(C)=C(C(=O)OC)C1c1ccncc1
→ 0.2	1.7	0.9	12.1	3.8	2.3	15.1	3.9	-4.6	1.9
COc1ccc(NC(=O)c2cccc3c(Br)cccc23)cc1
→ -3.8	3.6	-3.0	4.1	-0.2	0.9	14.0	-6.3	-1.1	0.0
Cc1cc(C(=O)Nc2ccc(C)c(S(=O)(=O)N3CCOCC3)c2)c(C)o1
→ 0.4	-1.3	.	8.5	-6.3	1.3	2.2	6.4	-1.6	-3.9
CC1=NN(c2ccccc2)C(=O)C1=C(C)C
→ 9.5	-0.3	-0.7	-3.1	-1.5	1.1	-2.6	-67.6	-4.5	1.7
N/C(CCS(=O)(=O)c1ccc(Cl)cc1)=N\OC(=O)c1ccc(Cl)cc1
→ .	-0.7	.	-0.1	-4.0	16.7	-3.4	3.0	-0.2	-0.8
CCn1c(SCC(=O)N2CCN(c3cccc(Cl)c3)CC2)nc2ccccc2c1=O
→ -6.7	-0.4	6.8	20.4	-2.8	-1.7	6.4	0.9	1.8	4.3
Cc1cc(NC(=O)Cn2cnc3sccc3c2=O)no1
→ -6.3	-2.9	0.0	.	6.9	-0.9	7.9	-3.2	0.0	.
O=c1cc(O)nc(SCc2ccccc2Cl)[nH]1
→ -10.2	7.1	-1.4	14.4	3.0	8.1	-6.0	-17.6	-2.5	-5.3
CCCCCCCCSc1nnc(/N=C/N(C)C)s1
→ .	-0.4	.	31.5	-9.2	0.6	16.0	7.8	5.5	0.6
COc1ccc(-c2n(-c3ccccn3)c3ccccc3[n+]2-c2ccccn2)cc1
→ -6.1	-0.3	-1.2	23.1	-11.5	-1.0	8.8	.	.	-3.7
Cc1cc(Br)ccc1N1C(=O)CC(=O)NC1=O
→ -3.1	2.0	-0.3	1.5	4.7	-1.1	0.6	-9.6	-0.6	-2.0
CSc1c2c(nc3ncnn13)CCC2
→ -5.9	i	.	-0.1	3.5	-4.3	-1.5	2.0	-2.4	-4.9
COc1cccc(N/C(N)=N/c2nc(C(F)(F)F)cc(C(F)(F)F)n2)c1
→ .	-0.3	.	-10.4	6.9	-0.6	1.9	1.9	-2.5	2.3
COc1cccc(CNC(=O)c2ccc(S(=O)(=O)N3CCOCC3)cc2)c1
→ -4.2	i	-1.1	.	-2.5	-1.4	7.0	.	.	.
CCOC(=O)C(C)(C)Sc1nc2c(cnn2-c2ccc(F)cc2)c(=O)[nH]1
→ -3.3	i	-0.4	11.3	-1.6	-1.9	-10.0	-0.4	-1.2	4.5
CC(C)c1cc(C(=O)Nc2cccc(Cl)c2)no1
→ -58.1	2.1	2.1	-25.5	-2.2	2.2	1.4	-6.8	1.0	5.5
CCC(C)c1ccc(NC(=S)N2CCN(C(=O)C3CCCO3)CC2)cc1 (centres undefined)
→ 10.7	-0.9	0.3	12.5	2.3	-0.4	3.9	-4.9	-2.8	1.3
CC(C)NC(=O)N(C)C[C@H]1OCc2cnnn2CCCC(=O)N([C@H](C)CO)C[C@@H]1C
→ .	-0.2	-2.0&1.0&-0.7	.	7.5	2.3	11.8	.	.	.
COc1ccc(NC(=O)C(=O)NCC2CCCN2S(=O)(=O)c2cc(C)ccc2C)cc1 (centres undefined)
→ 1.2	0.7	0.8	.	-3.5	-2.6	-4.3	-13.7	4.6	.
CC(=O)c1ccc(S(=O)(=O)N(Cc2cc3cc4c(cc3[nH]c2=O)OCCO4)CC2CCCO2)cc1 (centres undefined)
→ 0.6	i	-0.1	-15.6	2.0	4.6	23.8	-1.3	-0.7	2.8

# Just Rv3671c inh, DUSP3 inh and Mtb UGM inh (3 entries from above):
SMILES	Rv3671c inh	DUSP3 inh	Mtb UGM inh
COc1cccc(N/C(N)=N/c2nc(C(F)(F)F)cc(C(F)(F)F)n2)c1	1.9	-10.4	-2.5
CSc1c2c(nc3ncnn13)CCC2	2.0	-0.1	-2.4
CC(C)c1cc(C(=O)Nc2cccc(Cl)c2)no1	-6.8	-25.5	1.0

# More entries:
# Below each compound: SSB-PriA inh	BH1578 lux ind	Mtb BioA inh	DUSP3 inh	MazF activator	FBA Mtb inh	GDH-TPI inh	Rv3671c inh	Mtb UGM inh	SARS 3CLpro inh
Cc1ccc2nc(-c3cccc(S(=O)(=O)N(C)C)c3)cn2c1
→ -7.3	i	0.0	20.0	2.6	4.6	4.4	2.0	-4.5	-3.6
CCOc1ccccc1NC(=S)N(CCN(C)C)C(C)c1ccncc1 (centres undefined)
→ 1.8	-3.7	.	1.2	2.3	7.6	6.9	-3.8	-3.5	11.1
CC(=O)N1CCOc2ccc(S(=O)(=O)NCCc3ccc(C)cc3)cc21
→ 5.5	-0.2	0.6	0.4	7.5	-0.6	-12.9	5.2	0.5	8.6
O=[N+]([O-])c1ccc2nc(C3CCCCC3)[nH]c2c1
→ -28.7	-0.6	6.6	-3.6	8.5	3.1	19.9	0.3	1.7	-5.3
O=[N+]([O-])c1ccccc1C(=Nc1ccccc1)c1c(O)cc(O)cc1O
→ .	i	0.0	.	3.3	0.1	32.4*	.	.	.
CCCOc1cccc(C2/C(=C(\O)c3ccc4c(c3)OCCO4)C(=O)C(=O)N2CCCn2ccnc2)c1 (centres undefined)
→ .	-0.3	-2.3	-5.0	-0.3	0.9	5.9	4.7	1.5	-0.8
CN1C(=O)[C@@H]2[C@H](C1=O)[C@@H]1C(=O)Nc3ccccc3C(=O)N1[C@@H]2c1cccc(Br)c1
→ 4.7	0.0	-0.6	.	-9.6	4.1	-3.4	-1.2	-6.7	.
CSc1ccc(CCNC(=O)CCc2nnc3ccc(N4CCCC4)nn23)cc1
→ -0.2	-0.3	1.3	13.4	12.4	0.3	-12.0	-10.9	-1.4	-7.8
S=C(N=Nc1ccccc1)NNc1ccccc1
→ 71.9*	-0.5	0.9	0.9	3.5	-1.9	8.2	14.1	-1.3	-2.7
Cn1ncc(Cl)c1C(=O)N1CCCc2ccccc21
→ -18.4	i	-0.3	-20.9	8.2	7.4	6.0	-10.3	-0.9	0.7
CC(=O)Nc1cccc(/C(C)=N/NC(=O)c2cccc(S(=O)(=O)N3CCOCC3)c2)c1
→ .	-0.3	0.0	17.4	3.2	-1.6	6.7	3.4	0.4	0.1
Cc1ccc(S(=O)(=O)N2CCCC(c3nc(-c4ccc(C)o4)no3)C2)cc1 (centres undefined)
→ -2.5	i	.	8.7	-5.6	-0.4	10.0	-3.1	-1.5	0.3
CCOC(=O)C1CCN(c2cc3c(cc2NC(=O)c2ccccc2OCC)n(C)c(=O)n3C)CC1
→ 8.5	i	0.9	17.8	-9.7	0.7	16.7	-9.8	1.7	7.2
Cc1ccc(CN2C(=O)C(Cc3ccccc3)Nc3ncnc(N4CCN(c5ccccc5)CC4)c32)cc1 (centres undefined)
→ 19.8	-0.6	-3.0	.	-20.6	3.4	19.7	-5.4	-2.2	.
Cc1ccc2[nH]c(C)c(CCNC(=O)c3c(N)no[n+]3[O-])c2c1
→ 4.1	-2.0	.	2.7	-4.1	0.7	4.3	3.7	1.4	3.2
CC(=O)c1c(C)[nH]c(C(=O)NNC(=O)COc2cc(C)ccc2C(C)C)c1C
→ -0.2	i	1.0	.	9.0	0.2	2.2	-8.5	0.5	.
COc1ccc(Cn2nnnc2CN2CCN(c3ccc(OC)cc3)CC2)cc1
→ -2.5	-0.4	.	17.4	8.4	1.1	1.0	-5.7	-2.0	1.6
CCCCCOc1ccc(C(=O)OCC(=O)Nc2cc(C)on2)cc1
→ -17.1	-1.4	-0.8	.	-14.3	0.5	1.1	.	.	.
CCOC(=O)c1ccc(N2CSC3=C(C#N)C(c4cccs4)CC(=O)N3C2)cc1 (centres undefined)
→ -4.9	-1.0	-1.0	12.8	-17.4	-3.2	14.4	-9.3	1.3	-1.3
COc1ccc(CN2CCC(n3nccc3NC(=O)C3CCCC3)CC2)cc1
→ 6.6	i	-0.5	18.8	3.2	1.1	0.4	6.8	-1.8	4.4
Cc1ccc(NC(=S)NNC(=O)c2ccccc2OC(F)F)cc1
→ -9.2	-2.9	0.6	20.0	4.7	-0.5	5.4	2.6	0.5	2.6
COc1ccc(NC(=S)NC(NC(=O)C(C)C)C(Cl)(Cl)Cl)c([N+](=O)[O-])c1 (centres undefined)
→ 20.6	0.7	-0.5	10.5	2.0	-2.0	6.2	-4.3	-5.1	0.8
CCN(CC)CCC(=O)Nc1ccc2c(c1)N(C(=O)CN(CC)CC)c1ccccc1CC2
→ 5.2	i	-1.1	27.3	12.6	4.4	1.1	0.8	.	-2.8
CCc1cc2c(SCc3nc4sc(C(C)=O)c(C)c4c(=O)[nH]3)ncnc2s1
→ -5.0	-0.3	-0.9	1.7	-15.3	4.7	21.7	-3.8	0.1	-10.9
CCC(=O)c1ccc(OCC(=O)NCc2ccccc2CN2CCCC2)cc1
→ 1.7	i	1.5	.	9.9	-3.3	-1.0	-1.4	-3.2	.
Fc1ccccc1N1CCN(Cc2nc(-c3ccccc3)no2)CC1
→ -45.5	-0.4	.	-4.0	-1.3	3.0	-8.3	-1.0	-0.1	2.7
Cc1ccc(C(=O)CN2C(=O)NC3(CCc4ccccc43)C2=O)s1 (centres undefined)
→ 2.2	2.7	.	.	-5.8	1.7	14.0	-10.5	-0.5	.
O=c1[nH]c(C2CCN(S(=O)(=O)c3ccc4c(c3)OCCO4)CC2)nc2c1nnn2Cc1cccc(F)c1
→ -17.2	i	-0.2	-52.2	-6.8	-3.3	-2.2	-10.2	4.0	7.7
O=C(O)CCCn1c(=S)[nH]c2c(sc3ccc([N+](=O)[O-])cc32)c1=O
→ -2.7	i	.	14.7	6.7	-1.8	4.1	3.1	-0.1	-2.6
Cc1cccc(N(Cc2ccccc2)C(=O)c2cccc(S(=O)(=O)N3CC(C)OC(C)C3)c2)c1 (centres undefined)
→ -2.8	1.4	-0.4	.	-2.3	-2.2	-7.8	-0.2	-0.1	.
COC(=O)c1ccc(NC(=O)c2cccc(NC(=O)c3ccco3)c2)cc1
→ -6.5	-0.4	4.3	-3.8	-2.6	1.4	0.5	-12.3	-0.8	-3.0
COc1ccc(NC(=O)c2cc3ccccc3o2)cc1S(=O)(=O)N1CCCCC1
→ -1.5	-5.7	3.5	.	-7.3	-0.4	21.9	-9.4	4.0	.
CCc1nc2c(OCc3ccc(S(C)(=O)=O)cc3)cccn2c1N(C)C(=O)c1ccccc1F
→ .	-0.7	-0.8	.	.	-5.2	2.6	.	.	.
COc1ccc(CCn2c(C)cc(C(=O)CN3C(=O)C(=O)N(Cc4ccco4)C3=O)c2C)cc1
→ 3.5	-7.1	-1.3	.	-2.0	-0.7	-0.5	-2.6	0.2	.
Cc1ccc(NC(=O)C2CCCN(S(=O)(=O)c3cccnc3)C2)cc1C (centres undefined)
→ 7.8	-0.9	.	-6.0	10.7	0.9	6.5	-6.8	-0.9	3.8
O=C(O)c1ccccc1C(=O)c1ccc2oc(=O)[nH]c2c1
→ -15.3	.	.	.	-7.2	6.5	17.9	.	.	.

# High-throughput results (PubChem)

# These rows are one share of the data; the hit share may differ from the screen's.
